EBV gp42 block – Epstein-Barr virus gp42 inhibitors, primary screen, biochemical, uHTS, fluorescence polarization. Fluorescence polarization binding assay, mP read-out. inhibition, % (tested at 21.74 µM). hit rate 0.42% among 220,000; in the data active = inhibition above about 50%
Target sequence (Q1HVG2 whole entry, looked up): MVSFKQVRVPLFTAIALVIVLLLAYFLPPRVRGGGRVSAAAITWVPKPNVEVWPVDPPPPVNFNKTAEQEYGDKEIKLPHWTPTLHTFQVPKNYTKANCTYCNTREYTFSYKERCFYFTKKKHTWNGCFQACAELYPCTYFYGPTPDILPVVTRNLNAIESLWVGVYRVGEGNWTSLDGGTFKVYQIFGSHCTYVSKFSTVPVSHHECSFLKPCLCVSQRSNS
Runt-SMMHC FRET – inhibitors of RUNX1 Runt–CBFb-SMMHC binding, primary screen, biochemical, FRET, Cerulean-Runt, Venus-CBFb-SMMHC, uHTS. Runt-related transcription factor 1 (Homo sapiens) + Core-binding factor subunit beta …. Cerulean-Runt/Venus-CBFb-SMMHC FRET ratio 530/480, 1 h. inhibition, % at 20 µM. hit rate 0.74% among 220,000. AID 1434, 2008;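 active = mean inhibition across duplicate retests at 20 µM reaching about 50%, limit read from the data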;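 note: 0% = DMSO wells and 100% = wells with excess untagged CBFb-SMMHC; inhibitors lower the FRET ratio by blocking Runt binding to CBFb-SMMHC; some results filed as inactive read as strong as hits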
L929 necroptosis – inhibitors of zVAD-triggered necroptosis, primary screen, L929 cells; hit rate 0.38% among 220,000; L929 zVAD necroptosis rescue, ATP luminescence, 24 h; with zVAD 60 µM; viability rescue, % at 10 µM; AID 1377, 2008;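 active = activation, scaled between plate controls, above about 75%, limit read from the data; inactive = activation under that limit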;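 note: 0% = zVAD with DMSO and 100% = DMSO alone without zVAD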
Hck Nef HTS – inhibitors of Nef-activated human Hck kinase, primary screen, biochemical, Z-Lyte FRET, 384-well, Hck-YEEI; Tyrosine-protein kinase HCK (Homo sapiens), P08631; inhibition, % at 20 µM; Recombinant Hck-YEEI plus Nef, Z-Lyte FRET kinase assay; AID 463187, 2010; hit rate 0.68% among 220,000;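 active = Hck-Nef kinase inhibition above about 50%, limit read from the data; inactive = inhibition below that limit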;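 note: 0% = DMSO with Hck plus Nef and 100% = Hck alone without Nef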
Target sequence (P08631 whole entry, looked up): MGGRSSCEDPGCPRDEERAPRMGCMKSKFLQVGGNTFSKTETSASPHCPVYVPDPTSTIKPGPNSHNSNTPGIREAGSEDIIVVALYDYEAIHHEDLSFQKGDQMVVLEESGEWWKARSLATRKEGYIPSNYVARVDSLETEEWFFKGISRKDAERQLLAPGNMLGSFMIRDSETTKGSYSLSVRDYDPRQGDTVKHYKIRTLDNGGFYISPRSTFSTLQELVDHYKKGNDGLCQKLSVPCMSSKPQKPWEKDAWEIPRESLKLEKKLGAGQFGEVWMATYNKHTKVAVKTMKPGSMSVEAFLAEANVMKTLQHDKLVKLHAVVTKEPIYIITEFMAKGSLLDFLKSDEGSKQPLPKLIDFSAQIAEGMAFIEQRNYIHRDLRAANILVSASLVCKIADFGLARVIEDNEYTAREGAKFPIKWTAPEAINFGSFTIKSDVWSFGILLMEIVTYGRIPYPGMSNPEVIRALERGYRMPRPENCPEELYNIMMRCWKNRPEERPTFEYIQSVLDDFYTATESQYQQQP
MDM2 E3 inh – MDM2-luciferase reporter signal enhancers, primary screen, MDM2 E3 ligase inhibitor project, cell-based, luminescence, 1536-well. E3 ubiquitin-protein ligase Mdm2 (Homo sapiens), Q00987. cell-based MDM2 ubiquitination luciferase reporter, 2 h; 0 = plate control, 100 = twice control, blank-subtracted. signal enhancement, % at 5 µM. hit rate 0.11% among 210,000;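 active = signal enhancement of 30% or more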;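 note: luminescence tracks abundance of the self-degrading MDM2-luciferase fusion protein; higher signal means inhibition of MDM2 E3 ligase activity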
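Assay system: stable mammalian line carrying autodegrading MDM2–luciferase fusion reporter; Input: 2000 cells in each well; Compound dosing: single-point 5 µM; Schedule: 2 h compound exposure at 37 °C; Signal: SteadyLite luciferase luminescence after 15 min room-temperature reagent incubation; Evaluation: % luminescence enhancement versus blank-corrected plate control mean; Benchmarks: plate controls and plate blanks.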
p47phox inh – p47phox/p22phox peptide binding inhibitors, primary screen, biochemical, uHTS, NADPH oxidase regulatory subunit. Neutrophil cytosol factor 1 (Homo sapiens), P14598. fluorescence polarization, 2 h. inhibition, % at 24.7 µM. hit rate 0.53% among 220,000;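 active = inhibition above about 30%, limit read from the data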;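 note: 0% = p47phox with labelled peptide and 100% = labelled peptide alone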
14-3-3 Bad inh – inhibitors of 14-3-3 zeta/Bad binding, primary screen, biochemical, TR-FRET, bovine 14-3-3 zeta. inhibition, % at 21.7 µM. 14-3-3 protein zeta/delta (Bos taurus), P63103. hit rate 0.71% among 220,000. AID 781, 2007. TR-FRET 14-3-3zeta/Dy647-pBad peptide displacement, 1 h;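 active = inhibition above about 70%, limit read from the data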;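 note: 0% = full 14-3-3 plus peptide FRET controls and 100% = background without 14-3-3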
Target sequence (P63103 whole entry, looked up): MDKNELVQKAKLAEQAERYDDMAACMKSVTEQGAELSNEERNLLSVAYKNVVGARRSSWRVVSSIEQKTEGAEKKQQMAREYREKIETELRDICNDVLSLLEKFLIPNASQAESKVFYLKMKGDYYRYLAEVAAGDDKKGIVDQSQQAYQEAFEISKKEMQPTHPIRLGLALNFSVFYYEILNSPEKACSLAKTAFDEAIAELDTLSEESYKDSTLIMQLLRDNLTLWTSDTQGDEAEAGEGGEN
Runt-CBFb FRET – inhibitors of RUNX1 Runt–CBFb binding, primary screen, biochemical, FRET, Cerulean-Runt, Venus-CBFb, uHTS; AID 1496, 2009; hit rate 0.46% among 220,000; Runt-related transcription factor 1 (Homo sapiens) + Core-binding factor subunit beta …; Cerulean-Runt/Venus-CBFb FRET ratio 530/480, 1 h; inhibition, % at 20 µM;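 active = inhibition over about 50% at 20 µM in the single-dose screen, limit read from the data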;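 note: 0% = DMSO wells and 100% = excess unlabeled CBFb competitor control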
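Measured by: fluorescence energy transfer, 422 nm excitation, 530/480 nm emission; test system: Cerulean-tagged RUNX1 Runt domain (FRET donor) fusion protein; buffer or medium: Tris pH 7.5 buffer with BSA; compound: one dose, 20 µM compound, 1% DMSO; times: two 1 h room-temperature incubations shielded from light; benchmarks: unlabeled CBFb 5 µM, positive control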
TbHK1 inh – Trypanosoma brucei hexokinase 1 inhibitors, primary screen, biochemical, G6PDH-coupled NADH absorbance, MLSCN library; inhibition, % at 10 µM; hit rate 0.11% among 220,000; recombinant TbHK1, G6PDH-coupled NADH A340; hexokinase 1 [Trypanosoma brucei];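 active = inhibition of 50% or more in the single-dose primary screen; inactive = inhibition below 50%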
An asterisk follows results filed as active; · = no result given; [ ] = remark or other dose.

molecule	EBV gp42 block	Runt-SMMHC FRET	L929 necroptosis	Hck Nef HTS	MDM2 E3 inh	p47phox inh	14-3-3 Bad inh	Runt-CBFb FRET	TbHK1 inh
COc1ccc(NC(=S)Nc2ccccn2)cc1	-1.8	1.7	-0.2	-4.7	·	-3.5	-3.1	9.3	-0.7
O=C(c1ccco1)N1CCN(c2ncnc3c2cnn3-c2ccccc2)CC1	-10.2	1.4	-0.3	0.3	-5.4	-8.0	-2.9	1.8	2.0
Cc1onc(-c2ccccc2Cl)c1C(=O)N1C=CC(C(F)(F)F)=NCC1	-4.2	-2.5	0.0	0.3	-12.8	-8.0	1.6	-0.6	-20.2
O=C(CNc1ccc2ccccc2c1)N/N=C/c1ccc(OC(=O)/C=C/c2ccco2)cc1	-3.9	2.9	·	2.4	-11.1	-42.4	-2.2	7.1	-9.6
NC(=O)/C(=N\O)c1ccccc1	-15.3	5.4	-0.2	1.2	3.1	-4.3	0.6[fluorescence artefact?]	1.8	3.6
CC(C)(Cc1nc2ccccc2[nH]1)C(=O)O	-17.8	1.8	-0.8	1.7	0.1	-9.7	3.4	3.9	2.4
CCN(C(=O)COc1ncnc2scc(-c3ccc(F)cc3)c12)C1CCS(=O)(=O)C1 (configuration not stated)	-22.1	-0.7	0.3	0.0	-35.0	-21.9	5.5[fluorescence artefact?]	0.4	-9.7
CC(Cc1cccs1)NC(=O)NC1CCCCC1 (configuration not stated)	-9.9	34.3	0.0	-1.0	-8.5	-3.8	-2.2	-1.6	4.4
CC(/C=C/c1ccccc1)=N/NC(=O)C(O)c1ccccc1 (configuration not stated)	-7.5	1.6	1.5	0.5	-5.9	0.7	-3.0	0.2	-10.7
CCc1ncc(C(=O)c2ccc(OC)cc2)n1C	-7.6	0.2	-0.1	2.1	-1.0	-3.8	2.9	-3.5	-5.7
CCOC(=O)N1CCN(C(=O)COc2ccccc2Cl)CC1	-13.0	-2.0	0.6	-15.4	-7.9	-0.9	-7.8	0.7	3.2
C=CCn1c(SCc2csc(C)n2)nc2sc3c(c2c1=O)CCCC3	0.9	-0.3	0.5	-1.8	2.2	-11.1	2.1	-3.7	-12.3
CCOc1cccc(C2C(C#N)=C(N)Oc3cc(C)oc(=O)c32)c1OCC (configuration not stated)	-2.4	-2.2	-0.3	1.9	-16.4	-2.1	-6.8	0.1	-0.3
CNC(=S)N/N=C(\C)c1ccc(Cl)s1	-8.7	3.3	1.4	-1.3	-7.9	2.6	-13.1	-0.8	-40.9
Cc1nnc(SCC(=O)N2CCN(c3ccccc3)CC2)n(N)c1=O	-2.0	-0.5	2.1	-0.8	-4.8	0.5	-6.2	1.5	0.6
CCCn1nnnc1SCC(=O)NCc1ccc(OC)cc1	-25.1	-6.4	1.3	-6.4	-0.3	-8.2	3.7	-0.6	5.3
CN(Cc1ccccc1)S(=O)(=O)c1cccc(C(=O)O)c1	-4.9	-1.7	0.0	-13.3	-7.6	-4.9	-16.9	-2.5	0.4
CC(C)C(=O)Nc1cccc(-c2cnc3ccccc3n2)c1	-12.2	2.4	1.4	-1.3	-4.2	-10.0	0.3	1.9	-30.7
CCc1ccc(NC(=O)N(C2CCC(C)CC2)C2CCN(C(C)=O)CC2)cc1 (configuration not stated)	-6.0	-5.5	1.1	-0.9	-13.9	-5.4	11.7	-0.1	-0.2
CCOC(=O)N1CCN(C(=O)c2cn(CC)c3ccc(S(=O)(=O)N4CC(C)CC(C)C4)cc3c2=O)CC1 (configuration not stated)	-3.2	-4.7	1.0	21.8	-6.8	7.2	2.9	-2.1	-14.3
CN(CC(=O)N1CCc2ccccc21)S(=O)(=O)c1ccc(Br)s1	-21.9	-1.4	-0.9	9.6	-2.9	-8.3	-3.2	1.4	-6.9
O=c1[nH]c2ccsc2c(=O)n1-c1ccc(F)c(Cl)c1	-9.8	3.7	1.0	4.6	-17.3	5.0	8.4	-1.3	-1.5
CCOC(=O)C1CCN(Cc2cc(C(C)C)c(O)c(C(C)C)c2)CC1	3.0	-2.3	-2.0	2.9	-3.5	-10.8	-6.6	0.0	1.6
Cc1ccccc1OCC(=O)NNC(=O)CCc1ccccc1	-22.0	1.5	12.7	18.1	1.8	-1.2	-3.7	-0.5	2.1
COC(=O)c1[nH]c2cccc(OC)c2c1NC(=O)CCN1CCC(C)CC1	-22.4	0.9	-1.0	-0.4	-8.4	-4.2	5.8	-0.3	-12.3
CCOC(=O)/C(C#N)=C/c1ccc(SC)cc1	-7.3	-1.5	0.6	10.4	-3.5	-5.1	-17.6	·	-5.6
O=C(COC(=O)c1cc2c(s1)CCCC2)Nc1ccc(Cl)cn1	-15.8	0.1	0.1	4.5	-6.4	-20.8	-9.4	3.5	9.7
COc1ccccc1/C=C1\Oc2cc(OC(=O)N3CCOCC3)ccc2C1=O	17.9	-39.2	-0.1	12.5	0.3	-6.1	4.3	-80.5	-6.6
Cc1c(Cc2ccc3c(c2)OCO3)sc(NC(=O)c2ccc3ccccc3c2)c1C(N)=O	-13.2	8.4	·	31.2	·	5.7	31.2	38.6	1.3
CCOC(=O)CSc1ncnc2c1cnn2-c1ccc(Cl)cc1	-23.5	-13.9	0.3	1.0	-16.5	-2.0	85.3*	-4.5	-8.6
COc1ccc(/C(N)=N/OC(=O)CCc2ccccc2)cc1OC	-20.2	1.3	-0.2	8.6	-18.0	-9.1	-1.0	-5.5	-3.6
O=C(Nc1ccccc1-c1ccccc1)C12CC3CC(CC(C3)C1)C2	-10.6	2.9	0.4	-1.4	-17.1	-9.6	-11.1	-58.9	16.0
COC(=O)c1ccc(C2c3c(oc4ccccc4c3=O)C(=O)N2CCCN2CCOCC2)cc1 (configuration not stated)	-23.1	0.2	-0.5	-0.3	-14.1	-2.8	1.1	3.0	-17.0
CC(=O)OCC1=C(C(=O)O)N2C(=O)C(NC(=O)c3ccc(COc4cccc(Cl)c4Cl)o3)C2SC1 (configuration not stated)	2.6	-5.0	1.7	42.4	-2.1	-28.0	21.7	5.1	20.9
Cc1cc(C)cc(N(CC(=O)NC2CCCC2)C(=O)C2(C)CC(=O)N=C3C=CC=CN32)c1 (configuration not stated)	2.9	2.4	1.4	16.5	5.9	0.9	-8.4	0.0	-13.0
Cc1ccc(-c2csc(NC(=O)c3ccc(C)o3)n2)cc1	-2.9	0.1	-0.5	0.1	-12.1	-22.1	-2.3[fluorescence artefact?]	-1.9	-9.4
O=c1cc(-c2ccc3c(c2)OCO3)oc2ccccc12	-10.7	-0.9	1.0	-6.6	-65.8	-9.4	-1.7[fluorescence artefact?]	-0.1	-5.4
CCOc1ccc(Cn2nnc(C(=O)NCCc3ccccc3)c2N)cc1	-14.2	1.7	2.4	2.6	-1.1	-11.7	10.1	0.7	-1.2
CC(C)(C)NC(=O)N1CCC(CO)(Cc2ccccc2Cl)CC1	0.3	-1.0	6.0	18.3	2.7	-1.9	-6.7	-3.2	2.9
O=C(COC(=O)c1ccc(N2CCCC2=O)cc1)NCc1ccco1	-10.8	-6.2	1.7	4.8	5.2	2.9	-0.8	-0.6	-1.0
N/C(=N\OC(=O)C(c1ccccc1)c1ccccc1)c1ccccn1	-5.4	1.9	-0.1	6.8	-9.3	5.7	2.7[fluorescence artefact?]	-3.9	0.0
COCCNC(=O)/C(C#N)=C/c1cc(C)n(-c2ccc(C)cc2)c1C	-14.4	4.1	0.2	22.5	-12.9	-17.4	-6.4	-1.4	-37.4
COC/C=C/C1=CC2=CC(=O)C(C)(OC(=O)c3cnc4ccccc4n3)C(=O)C2=CN1CCCOC(C)C (configuration not stated)	10.5	-5.2	0.7	9.2	2.5	-2.9	-3.8	-1.7	-20.1
Cc1ccc2[nH]c(=O)c3cc(C(=O)NCCN4CCN(C)CC4)sc3c2c1	-14.6	1.9	41.9	25.9	-6.2	1.4	10.6[fluorescence artefact?]	3.3	-12.5
Cc1[nH]n(-c2ncc(-c3ccccc3)s2)c(=O)c1C(c1ccc(Cl)cc1)C(C#N)C#N (configuration not stated)	11.2	-0.4	-0.2	3.7	-3.5	-45.1	-15.6	1.2	10.9
Cn1c(CCNC(=O)c2ccc(F)cc2)nc2ccccc21	-5.0	-4.1	-0.3	-1.0	-19.6	-5.3	0.9	-2.0	-5.3
COC(=O)c1ccc(CSc2nnnn2C)o1	-9.2	-1.4	-1.1	-6.6	-1.4	-8.0	4.5[fluorescence artefact?]	-0.9	4.7
CSC[C@@H]1NC(=S)N(c2ccc(C)cc2)C1=O	-3.6	-6.0	-1.3	4.8	2.2	-9.0	-2.8	-8.8	-7.4

Entries listed so far printed as active in 14-3-3 Bad inh:
Structure	EBV gp42 block	Runt-SMMHC FRET	Hck Nef HTS	MDM2 E3 inh	p47phox inh	14-3-3 Bad inh	Runt-CBFb FRET	TbHK1 inh
CCOC(=O)CSc1ncnc2c1cnn2-c1ccc(Cl)cc1	-23.5	-13.9	1.0	-16.5	-2.0	85.3*	-4.5	-8.6

Additional entries
molecule	EBV gp42 block	Runt-SMMHC FRET	L929 necroptosis	Hck Nef HTS	MDM2 E3 inh	p47phox inh	14-3-3 Bad inh	Runt-CBFb FRET	TbHK1 inh
COc1ccc2c(c1)Sc1ccccc1N2	0.5	0.0	-0.2	27.3	-7.8	10.8	-5.5	0.2	-9.7
CCCCN=c1sc(C(=O)OC)cc(=O)n1CCCC	-7.8	-1.8	-0.2	1.0	-3.5	-20.1	-3.1	-1.9	28.8
CN(C1CCCCC1)S(=O)(=O)c1ccc(NC(=O)Cn2nc(-c3ccc(F)cc3)ccc2=O)cc1	13.2	-132.6	2.0	2.5	-3.9	-14.2	2.3	-2.1	-3.6
CCOc1cc(S(=O)(=O)NCc2ccc3c(c2)OCO3)c(C)cc1C	2.3	-0.6	-0.4	0.5	1.3	-4.8	11.6	-1.6	4.8
Cc1cc(-c2nnc3n2N=C(c2ccc(F)cc2)CS3)n[nH]1	-7.3	-2.1	0.3	11.1	-10.6	-3.8	-5.1	-0.4	1.1
Fc1ccc(Nc2nc(-c3ccncc3)nc3ccccc23)cc1	-15.6	5.4	31.5	-2.2	-10.3	0.2	45.6	-0.1	-15.6
O=C(Cc1coc2ccc3ccccc3c12)N1CCc2ccccc21	-27.9	-2.6	0.0	0.7	-12.5	-33.2	4.0	-2.1	-1.3

Hits appear at their usual frequency (roughly 3.2% active in at least one column).
